UDG counter: UDG inhibition counter-screen. Potency, µM (doses to about 115 µM), without a hit: top-dose activity change, negative = inhibition, usual class: inhibitors. 0.14% of 91,000 active. FRET deamination/UDG coupled assay, UDG read, 4 h; also: nearly all actives have a fitted effect of over 65% in size
AID inhibitor: inhibitors of human activation induced cytidine deaminase | Q9GZX7 | AID deamination FRET fluorescence, UDG-coupled, 4 h | Potency, µM (doses to about 115 µM), without a hit: top-dose activity change, negative = inhibition, most hits filed as inhibitors | 0.32% of 91,000 active; also: nearly all actives have a fitted effect of over 25% in size
Target sequence (Q9GZX7 whole entry, looked up): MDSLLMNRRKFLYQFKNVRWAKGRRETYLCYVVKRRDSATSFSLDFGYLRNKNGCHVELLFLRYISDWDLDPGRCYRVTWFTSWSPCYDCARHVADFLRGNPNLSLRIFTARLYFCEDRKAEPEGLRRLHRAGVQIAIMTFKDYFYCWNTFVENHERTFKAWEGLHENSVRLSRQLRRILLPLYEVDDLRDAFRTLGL
* = called active by the depositor; ? = inconclusive; [ ] = remark or other dose. Calls follow the shape of the dose curve; as a rule, active = well fitted curve in the direction sought with a large enough effect; inconclusive = small, poorly fitted or top-dose-only effect, or another doubt; inactive = no such curve, though single readings can be large; an effect the other way counts as inactive or inconclusive. % is scaled to controls: 0 for no effect and ±100 for the full control effect; potency is read from the fitted curve at half-maximal effect. Not all compounds are listed, so the mix of outcomes need not match the whole.

Each structure is followed by: UDG counter | AID inhibitor
Cc1cccc(-c2nc(-c3ccc(F)cc3)no2)c1
    3% | -6%
COc1cc(CNC(C)C)cc(OC)c1
    3% | -5%
CCCCc1ccc(NC(=O)c2cc3c(=O)n4ccccc4nc3n2C)cc1
    4% | 8%
CCCc1ccc(NC(=O)CC2(C(=O)O)CCCC2)cc1
    -4% | -5%
S=c1sc2c(s1)SCCS2
    -3% | -14%
CCn1ccc2cc(S(=O)(=O)N3CCC(C(=O)NCc4cccc(C)c4)CC3)ccc21
    -6% | 3%
CCc1ccccc1NC(=O)Cn1c(C(=O)OC)cc2oc(C)cc21
    1% | 6%
Cc1nn(-c2ccc(Cl)cc2)c2nc(-c3cccnc3)cc(C(F)(F)F)c12
    6% | 6%
Cn1c(N2CCCCC2)nc2c1c(=O)n(Cc1cccc(Br)c1)c(=O)n2C
    -4% | -14%
CC(C)CN1CCC(NC(=O)N(C)Cc2ccc(C(F)(F)F)cc2)CC1
    3% | -1%
Cc1ccc(OC(C)C(=O)N2CC(C)CC(C)C2)cc1 (stereo not drawn)
    -1% | -1%
CN1C(=O)Cc2cc(S(=O)(=O)CCC(=O)N3CCN(c4ccc(Cl)cc4)CC3)ccc21
    89µM* | 2%
NCc1ccc(C(=O)N2CCCC2)cc1
    -3% | 7%
Cc1ccc(NC(=O)Nc2nnc(SCC(=O)N(C(C)C)C(C)C)s2)cc1
    -6% | -9%
C/C=C/CSc1nc2c(c(=O)n(C)c(=O)n2C)n1Cc1ccc(Cl)cc1
    -5% | -3%
CC(C)(C)NC(NC(=O)c1ccco1)C(Cl)(Cl)Cl (stereo not drawn)
    1% | 6%
O=S(=O)(NC(c1cccs1)C(Cl)(Cl)Cl)c1ccccc1 (stereo not drawn)
    15% | 2%
COc1ccc(NC(=O)c2cc(C(C)=O)n3ccccc23)cc1Cl
    7% | -4%
O=C(CCc1ccc(Cl)s1)NC1CCN(CC(F)F)CC1
    8% | -5%
O=C(C1CCC(Cn2c(=O)c3sccc3n(Cc3ccccc3)c2=O)CC1)N1CCCCC1 (stereo not drawn)
    -12% | ?
Cc1cc(O)c(C(c2ccccc2)N2CCN(C)CC2)c(=O)n1Cc1ccco1 (stereo not drawn)
    3% | -10%
COC(=O)c1ccc(CNC(=O)C2Cc3ccc(C)cc3S2)cc1 (stereo not drawn)
    1% | 0%
CCOC(=O)c1ccc(CN(Cc2ccc(F)cc2)S(=O)(=O)c2ccc(F)c(C(=O)Nc3ccccc3C(F)(F)F)c2)cc1
    -10% | 2%
Cc1ccccc1C(=O)Nc1nnc(S(=O)(=O)N(C)Cc2ccc(Cl)cc2)s1
    9% | -16%
Cc1ccc2oc(C(=O)NCC(c3ccc(C)o3)N3CCCC3)cc(=O)c2c1 (stereo not drawn)
    -7% | 2%
CCOC(=O)/C=C/C(=O)OC(C)C(=O)Nc1ccc(C(N)=O)cc1 (stereo not drawn)
    8% | 2%
Cc1cc(C)c2c(c1)c(C)cc1nnc(SCC(=O)c3ccccc3)n12
    -6% | -11%
C/C(N)=C(/C#N)C(NC(=O)c1ccco1)(C(F)(F)F)C(F)(F)F
    5% | 0%
Cc1ccc(NC(=O)c2nn(Cc3ccccc3)c(=O)c3ccccc23)cc1S(=O)(=O)N(C)C
    0% | 3%
COc1cc(C(=O)Oc2ccccc2C#N)cc(Cl)c1OC(C)C
    -4% | -11%
CCCNC(=O)NC(C)c1ccccn1 (stereo not drawn)
    -2% | 2%
Cc1ccccc1C(=O)N1CCN(c2oc(-c3ccco3)nc2C#N)CC1
    31%[activator] | -16%
COc1ccc(CN2C(=O)c3oc4ccccc4c(=O)c3C2c2ccc(O)cc2)cc1 (stereo not drawn)
    0% | 5%
CN(C(=O)c1nn(C)c2c1COc1ccccc1-2)c1cccc(C(F)(F)F)c1
    0%[57.5 µM] | 18%
Cn1c(=O)c2c(nc(NCCO)n2Cc2ccccc2F)n(C)c1=O
    4% | 11%
COCCCn1c(=N)c(C(=O)NC2CCCCC2)cc2c(=O)n3cc(C)ccc3nc21
    8% | 12%
COC(=O)c1ccc(OC(=O)COc2ccc3oc4c(c3c2)CCCC4)c(OC)c1
    -1% | -13%
Cn1nc(C(=O)NCCc2ccc(Cl)cc2)c2c1-c1ccccc1SC2
    -2%[57.5 µM] | ?
FC(F)(F)c1ccccc1N/N=C1/CCc2ccccc21
    -6% | 6%
Cc1cccc(-c2nnc(SCCC(=O)O)o2)c1
    -17% | -20%
O=C(Nc1cccc(Cl)c1)c1cc2c(=O)[nH]c3ccccc3c2s1
    6% | -3%
COc1cccc(C2C=C(c3ccc(C)cc3)Nc3ncnn32)c1 (stereo not drawn)
    10% | -20%
NCCOc1ccc(C(F)(F)F)cc1
    -3% | 0%
COc1ccc(NC(=O)CCc2ncc(-c3ccccc3)o2)c(OC)c1
    -7% | -3%
CCN(C(=O)c1nn(C)c2c1CSc1ccccc1-2)c1cccc(C)c1
    1%[57.5 µM] | ?

An excerpt taken from the entries so far:
Each structure is followed by: UDG counter | AID inhibitor
NCCOc1ccc(C(F)(F)F)cc1
    -3% | 0%
COc1ccc(NC(=O)CCc2ncc(-c3ccccc3)o2)c(OC)c1
    -7% | -3%
CCN(C(=O)c1nn(C)c2c1CSc1ccccc1-2)c1cccc(C)c1
    1%[57.5 µM] | ?

More entries:
Each structure is followed by: UDG counter | AID inhibitor
COc1ccccc1CCNC(=O)c1ccc(NC(=O)N2CC(C)Sc3ccccc32)cc1 (stereo not drawn)
    6% | -25%
CCc1nnc(NC(=O)c2cc(=O)c3cc(C)ccc3o2)s1
    2%[57.5 µM] | 13%[57.5 µM]
CCc1ccc2c(CN3CCC4(CC3)OCCO4)cc(=O)oc2c1
    10% | -3%
CCS(=O)(=O)NC(CCSC)C(=O)O (stereo not drawn)
    0% | -7%
Cc1ccc(NC(=O)CCc2c[nH]c3ccccc23)cc1F
    -11% | -14%
O=C(COc1cccc(-c2noc(-c3ccccc3F)n2)c1)N1CCCC1
    -8% | -18%
CCc1ccc(NC(=O)CCc2nnc3n(C)c(=O)c4sccc4n23)cc1
    2% | 10%
COc1ccc(C(=O)NC2(C(F)(F)F)C(=O)Nc3c2c(=O)[nH]c(=O)n3CCc2ccc(OC)c(OC)c2)cc1 (stereo not drawn)
    6% | 7%
Clc1cc(CSc2ncnc3ccccc23)cc2c1OCCCO2
    -3% | -10%
O=C(Cn1cc(S(=O)(=O)Cc2ccccc2Cl)c2ccccc21)NCc1ccccc1Cl
    24% | 12%
NC(N)=N/N=C/c1ccc(Br)cc1
    2% | -6%
COc1ccc(CCN2C(=O)N(c3ccc(F)cc3)C(=O)C2CC(=O)Nc2ccc(F)c(F)c2)cc1 (stereo not drawn)
    -13% | 8%
CCN(CC)CCCNC(=O)c1ccc2c(c1)sc1nc(-c3ccc(C)cc3)cn12
    27% | ?
O=C(O)c1ccc(COc2ccc3ccccc3c2C=Nc2ccc(N3CCOCC3)cc2)cc1
    -1% | 5%
Cc1ccccc1OCC(=O)Nc1cccc2cccnc12
    -2% | 6%
O=c1ccc(N2CCN(S(=O)(=O)c3cccc4nsnc34)CC2)nn1-c1ccc(F)cc1
    -11% | -14%
COc1cccc(Oc2coc3cc(OC(=O)c4ccco4)ccc3c2=O)c1
    5% | -7%
CCOc1cccc2sc(NC(=O)CS(=O)(=O)c3ccc(C)cc3)nc12
    0% | -9%
Cc1cc(C(=O)CSc2nnc(COc3ccc(Cl)cc3)o2)c(C)n1C1CC1
    0% | -2%
COc1ccc(OCc2nc(-c3ccc(OC)c(OC)c3)no2)cc1
    -8% | 11%
O=C(/C=C/Nc1ccccc1C(F)(F)F)c1ccc(Br)cc1
    -6% | 0%
CCN1CCN(c2c(S(=O)(=O)c3ccc(Cl)cc3)cnc3ccccc23)CC1
    -5% | 2%
COc1ccc(-c2nc3cc(C)ccn3c2NC(=O)c2ccc(C)c(C)c2)cc1
    -3% | 14%
O=C1N(Cc2ccc(Cl)cc2)CCCN1c1cccc(C(=O)N2CCc3ccccc32)c1
    -13% | ?
Cc1cccc(-n2ccnc2SCC(=O)Nc2ccc(F)cc2F)c1C
    -15% | -2%
Cc1cc(C)n(-c2nc3c(c(=O)n(CC(N)=O)c(=O)n3C)n2Cc2ccc(F)cc2)n1
    -2% | 2%
CC(NC(=O)c1cnccn1)c1ccccc1 (stereo not drawn)
    1% | 1%
Cc1ccc(C(=O)COC(=O)c2cc(-c3ccccc3)nc3ccccc23)cc1C
    -21% | -10%
COc1ccc(-c2nc3c(c(SCC(=O)Nc4ccccc4OC)n2)Cc2cccc(C)c2O3)cc1
    -10% | -3%
Cc1cc(C)cc(C(=O)n2nc(C)c(S(=O)(=O)N3CCOCC3)c2C)c1
    2% | 0%
CCOc1ccc(C(C)NC(=O)Cc2ccccc2C)cc1 (stereo not drawn)
    12% | 7%
Cc1cc(C)cc(NC(=O)c2cnn3c2NC(C(=O)O)=CC3/C=C/c2ccccc2)c1 (stereo not drawn)
    8% | ?
Nc1c(C(=O)Nc2cccc(F)c2)sc2nc(-c3cccs3)ccc12
    0% | 27%
Cc1cccc(C(=O)NC2(C(F)(F)F)N=C(c3ccccc3)N(Cc3ccccc3)C2=O)c1 (stereo not drawn)
    -5% | 0%
CCc1ccccc1NC(=O)Cc1ccc(-n2c(C)nc3cccnc32)cc1
    -16% | 2%
CCCCOC(=O)c1ccc(NC(=O)c2cc(=O)c3cc(C)c(C)cc3o2)cc1
    1% | -7%
CCC(=O)NC(Nc1ccccc1Cl)(C(F)(F)F)C(F)(F)F
    -5% | 2%
CCOC(=O)C1=C(CS(=O)(=O)c2ccc(F)c(C)c2)NC(=O)NC1c1ccccc1OC (stereo not drawn)
    -8% | -16%
CCN(CC)C(=O)Cn1c(=O)n(Cc2ccc(C(=O)NCCc3ccc(OC)c(OC)c3)cc2)c(=O)c2ccccc21
    -4% | -21%
O=C(OCc1cc(=O)n2c3c(sc2n1)CCCC3)c1cccc(NC(=O)c2ccccc2F)c1
    -16% | -27%
CCN1CCOC(=O)C1CC(=O)Nc1cc(C)cc(C)c1 (stereo not drawn)
    16% | 11%
O=C(Nc1cccc(F)c1)c1cnc2ccccc2n1
    2% | 18%
COc1cc(OC)c2c(C)c(CC(=O)NCCN3CCOCC3)c(=O)oc2c1
    1% | 3%
COc1ccc(C(F)(F)F)cc1NC(=O)c1sc2nc(-c3cccs3)ccc2c1N
    -6% | 2%
CCC(=O)N1CCc2cc(S(=O)(=O)CCC(=O)N3CCN(c4cccc(Cl)c4)CC3)ccc21
    -11% | -14%
COc1ccc(NC(=O)c2nc(-c3ccccc3)n(-c3ccc(F)cc3)n2)c(OC)c1
    0% | -14%
CCCN1C(=O)c2[nH]nc(-c3ccccc3O)c2C1c1cccc(OCc2ccccc2)c1 (stereo not drawn)
    -29% | ?
C=CCNC(=O)NC(=O)CN1CCC(C(=O)N(C)C(C)C)CC1
    1% | 5%
Cc1ccccc1C(CC(=O)Nc1ccc(-c2ccno2)cc1)n1cccc1 (stereo not drawn)
    0% | -11%
CC(O)CNC(=O)C1CCN(Cc2nnnn2-c2ccccc2)CC1 (stereo not drawn)
    -11% | 4%
c1ccc(-c2nc(N3CCCCC3)c3ccccc3n2)nc1
    14% | -19%
NC[C@@H]1O[C@H](c2ccccc2)Cc2c1ccc(O)c2O
    -8% | -4%
O=c1oc2ccc(Br)cc2cc1S(=O)(=O)N1CCCC1
    -5% | 6%
COc1ccc(NC(=O)C2CCN(S(=O)(=O)c3ccc4c(c3)CCCC(=O)N4)CC2)cc1Cl
    7% | -10%
CCCS(=O)(=O)c1nc(S(=O)(=O)c2ccc(C)cc2)c(N(CC)CC)s1
    -2% | -7%
COc1cc(/C=C/C(=O)c2cccs2)ccc1O
    -4% | -13%
O=C(CSc1ccc2c(c1)OCCCO2)NC(c1ccccc1)c1ccccc1
    0% | -12%
COc1ccc(OC)c(NC(=O)c2ccc(-c3nc(CSc4ccccc4)c(C)o3)cc2)c1
    -16% | 122%[activator]
Cc1cc(C)cc(-n2c(SCC(=O)Nc3ccc4c(c3)OCCO4)nc3c([nH]c4ccccc43)c2=O)c1
    9% | 30%[activator]
Cn1cc(C(=O)OCC2CCN(CCNS(C)(=O)=O)CC2)c2ccccc21
    0% | -4%

The results go on:
Each structure is followed by: UDG counter | AID inhibitor
CCc1ccccc1NC(=O)CSc1ncc(S(=O)(=O)c2ccc(C(C)C)cc2)c(N)n1
    -3% | 8%
CCc1ccc(NC(=O)c2ccc(F)c(S(=O)(=O)N3CCC(C)CC3)c2)cc1
    1% | 15%
OCc1ccccc1CN1CCCC1
    1% | -1%
CC(Oc1ccc(C(N)=O)cc1)C(N)=O (stereo not drawn)
    4% | 1%
Cc1ncsc1C(=O)NCc1ccc(N2CCCC2)nc1
    -5% | 5%
COc1cccc(CNC(=O)c2nnn(CC(=O)Nc3cc(Cl)ccc3C)c2N)c1
    5% | 4%
O=S(=O)(NC(c1ccc(F)cc1)c1cccs1)c1cccs1 (stereo not drawn)
    -4% | -2%
Cc1ccccc1NS(=O)(=O)c1ccc2c(c1)NC(=O)CCS2
    3% | -12%
CCOC(=O)c1ccccc1NC(=O)Cn1ccn2nc(-c3ccc(OCC)cc3)cc2c1=O
    -20% | -5%

In the list so far, these have a cyano group:
Each structure is followed by: UDG counter | AID inhibitor
C/C(N)=C(/C#N)C(NC(=O)c1ccco1)(C(F)(F)F)C(F)(F)F
    5% | 0%
COc1cc(C(=O)Oc2ccccc2C#N)cc(Cl)c1OC(C)C
    -4% | -11%
Cc1ccccc1C(=O)N1CCN(c2oc(-c3ccco3)nc2C#N)CC1
    31%[activator] | -16%

Bioassay records deposited in PubChem BioAssay by National Center for Advancing Translational Sciences (NCATS).
